SKKanGAS inh – SKKanGAS growth inhibition. S. pyogenes SKKanGAS, kanamycin growth, BacTiter-Glo, 6 h. inhibition, % at 7.5 µM. 1.3% of 300,000 active. AID 1662;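 active means mean replicate score, as percent of positive control median, at least 50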;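 further: strain carries kanamycin resistance gene driven by streptokinase promoter and grows in 40 µg/ml kanamycin; loss of luminescence reflects streptokinase promoter inhibition or plain growth inhibition; 0% = median of DMSO wells and 100% = positive control at its reference dose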
MrgX1 allo act – allosterically activates human MrgX1 receptor signaling; Q96LB2; MrgX1-HEK293, Fluo-4 calcium flux, FDSS; active compounds read high; B-score at 10 µM; 0.63% of 310,000 active;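 active means plate-corrected calcium response at least 3 library SD above typical, normal starting fluorescence, not activating the receptor alone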;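 further: compound read alongside a low EC10 to EC30 dose of BAM8-22 agonist; peak minus trough fluorescence over baseline measured at the second addition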
HIF act – HIF pathway transcriptional activation. activation, % at 7.5 µM (by protocol). U2OS HRE-luciferase reporter, luminescence; normalized: DMSO 0%, desferrioxamine 100%. 0.32% of 300,000 active;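 active means mean activation of at least 10% of the iron chelator positive control signal, with at least half of replicates also reaching 10%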
MrgX1 antagonist – human MrgX1 receptor antagonism, primary screen | Q96LB2 | MRGX1-HEK293 calcium flux, Fluo-4, BAM8-22 antagonism; active compounds read low | B-score at 10 µM | 1.3% of 310,000 active;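 active means calcium-response B-score plate-corrected more than 3 library SD below zero, starting fluorescence within 5 deviations, no agonist response on first addition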;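 further: peak minus trough fluorescence over baseline after final BAM8-22 challenge near maximal dose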
TRPC6 inh – inhibitors of mouse TRPC6 channel. Q61143. HEK293-TRPC6, membrane potential dye, ACh-evoked depolarization; active compounds read low. B-score at 10 µM. 1.1% of 310,000 active. AID 2553;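 active means B-score under library mean minus 3 SD, initial fluorescence not abnormally high, positive integrated signal ratio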;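 further: B-score derived from integrated fluorescence ratio over the kinetic read; more negative B-score means stronger inhibition of depolarization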
TRPC4 block – blocks the mouse TRPC4 cation channel | Q9QUQ5 | HEK293 TRPC4beta/mu-opioid, DAMGO-evoked Fluo4 calcium flux; active compounds read low | B-score at 10 µM | 0.39% of 300,000 active;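 active means B-score over 3 SD under the library average, no early fluorescence shift, positive overall ratio signal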
Target sequence (Q9QUQ5 whole entry, looked up): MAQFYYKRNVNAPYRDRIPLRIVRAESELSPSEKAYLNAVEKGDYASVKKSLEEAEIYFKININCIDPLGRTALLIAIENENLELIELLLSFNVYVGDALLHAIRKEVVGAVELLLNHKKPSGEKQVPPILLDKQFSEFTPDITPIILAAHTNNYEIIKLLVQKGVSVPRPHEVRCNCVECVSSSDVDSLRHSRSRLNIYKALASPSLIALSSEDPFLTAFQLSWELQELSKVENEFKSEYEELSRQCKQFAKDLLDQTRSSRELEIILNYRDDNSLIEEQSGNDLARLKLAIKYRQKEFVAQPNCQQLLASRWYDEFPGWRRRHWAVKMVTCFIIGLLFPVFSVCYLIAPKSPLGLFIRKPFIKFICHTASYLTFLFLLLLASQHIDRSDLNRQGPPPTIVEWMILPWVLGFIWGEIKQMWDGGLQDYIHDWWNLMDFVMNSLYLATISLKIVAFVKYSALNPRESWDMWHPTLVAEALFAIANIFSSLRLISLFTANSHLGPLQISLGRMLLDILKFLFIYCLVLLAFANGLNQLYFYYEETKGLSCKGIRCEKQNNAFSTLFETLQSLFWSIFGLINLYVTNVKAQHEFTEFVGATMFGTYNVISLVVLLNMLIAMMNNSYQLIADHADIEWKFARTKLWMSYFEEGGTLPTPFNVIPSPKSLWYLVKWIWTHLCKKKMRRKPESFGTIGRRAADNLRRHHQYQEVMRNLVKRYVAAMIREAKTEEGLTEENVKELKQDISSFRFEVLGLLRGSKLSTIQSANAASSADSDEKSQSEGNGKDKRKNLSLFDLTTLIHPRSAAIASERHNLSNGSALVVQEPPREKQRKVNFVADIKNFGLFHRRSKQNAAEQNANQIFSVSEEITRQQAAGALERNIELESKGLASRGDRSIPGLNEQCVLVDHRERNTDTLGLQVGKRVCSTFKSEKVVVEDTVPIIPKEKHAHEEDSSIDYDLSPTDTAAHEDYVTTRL
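Material: HEK293 cells with stable TRPC4beta plus mu-opioid receptor expression; probe or stimulus: DAMGO in two steps, submaximal then maximal; technique: Fluo4 calcium fluorescence by kinetic imaging, 5 s 1 Hz baseline; measure: integrated fluorescence ratio relative to baseline, converted to per-well B score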
RGS4 inh – inhibitors of human RGS4 | HEK293 M3R/RGS4 inducible, Fluo-4 calcium flux; active compounds read high; triggered by carbachol at its EC20 | B-score at 10 µM | 0.45% of 310,000 active | AID 463165;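 active means B-score, a plate-corrected calcium signal, over three deviations above library mean, with baseline fluorescence within five deviations of library mean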;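 further: RGS4 expression induced by doxycycline in cells with stable M3 receptor; B-score is computed from the integrated fluorescence ratio over baseline after carbachol; higher B-score means a larger calcium signal and so more RGS4 inhibition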
Platelet DG rel – platelet dense granule release activity; 0.22% of 300,000 active; AID 1663; human platelet-rich plasma, SFLLRN dense granule ATP release, luminescence; inhibition, %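 (compounds screened at 7.5 µM in platelet-rich plasma)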;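 active means mean replicate score, as percent of positive control, at or above 50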
MrgX1 ag – agonists of human MrgX1 receptor | Q96LB2 | MrgX1-HEK293 cells, Fluo-4 calcium fluorescence, agonist mode; active compounds read high | B-score at 10 µM | 0.44% of 310,000 active | AID 588627;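 active means calcium response B-score plate-corrected fluorescence ratio at least 3 library SD, with starting fluorescence B-score inside 5 SD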
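Material: MrgX1-expressing HEK293 cells / Dosing: compound as first of three additions / Incubation: overnight seeding, then 1 h dark dye loading / Signal: Fluo-4 NW calcium fluorescence / Evaluation: B-scored fluorescence response ratio / Benchmarks: positive and negative control wells on each plate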
TRPC6 activator – activates the mouse TRPC6 cation channel | HEK293-TRPC6 membrane potential dye fluorescence; active compounds read high | B-score at 10 µM | 0.13% of 310,000 active;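 active means B-score of the integrated fluorescence ratio above library mean plus 3 SD, and starting fluorescence ratio within library mean plus 5 SD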;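 further: higher score means more depolarization so channel activation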
RGS4 act – potentiators or activators of RGS4. HEK293 M3R/inducible RGS4, carbachol calcium flux Fluo4; active compounds read low. B-score at 10 µM. 0.92% of 310,000 active. AID 463111;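 active means B-score of the integrated calcium signal more than 4 SD below the library mean, with starting fluorescence not abnormally high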;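 further: negative B-score means reduced calcium response which marks RGS4 activation or potentiation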
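System – HEK293 FlpIn-TREx cells, stable M3R, doxycycline-inducible RGS4 · Reagent – ECmax carbachol challenge · Times – compound preincubation 20 min at room temperature before agonist · Technique – Fluo4 fluorescence kinetic imaging of calcium · Measure – B score of integrated Fluo4 ratio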
Active calls of the source: *; i = inactive; . = no result given.

SMILES	SKKanGAS inh	MrgX1 allo act	HIF act	MrgX1 antagonist	TRPC6 inh	TRPC4 block	RGS4 inh	Platelet DG rel	MrgX1 ag	TRPC6 activator	RGS4 act
CCOc1cc(/C=C2\C(=O)N(c3cccc(C(F)(F)F)c3)C(=O)c3ccccc32)ccc1O	-5	i	0.0	i	i	i	i	0	i	i	i
Cn1c(N2CCC(C(N)=O)CC2)nc2c1c(=O)n(Cc1ccc(Cl)cc1)c(=O)n2C	7	i	0.2	i	i	i	i	-6	i	i	i
CCOC(=O)c1ccc(Nc2nc(C)cc(C)c2C#N)cc1	7	i	-0.2	i	i	i	i	-3	i	i	i
COc1ccc(OC(=O)CCCN2C(=O)c3ccccc3C2=O)cc1	-4	i	0.0	i	i	i	i	9	i	i	i
CCN(CC)c1ccc(NC(=O)Nc2ccccc2)cc1	-1	i	1.8	i	i	i	i	16	i	i	i
CC(=O)c1nn(-c2cccc(C(F)(F)F)c2)c(=O)[nH]c1=O	6	i	0.2	i	i	i	i	.	i	i	i
CCn1cnc2cc(NCc3ccc(Br)cc3)ccc21	21	i	3.8	i	-5*	i	i	5	34*	i	i
CN(c1ccccc1)S(=O)(=O)c1cccc(NC(=O)c2ccc3ncsc3c2)c1	7	i	-0.5	i	i	i	i	2	i	i	i
O=S(=O)(NCc1ccccc1)c1ccc(Cl)c(S(=O)(=O)NCc2ccccc2)c1	7	i	-0.4	i	i	i	i	-1	i	i	i
CCOc1ccccc1NS(=O)(=O)c1ccc(Br)s1	-9	i	-0.3	i	i	i	i	-5	i	i	i
O=C(NCCc1ccccn1)C1CCN(S(=O)(=O)c2ccc3ccccc3c2)CC1	-7	i	0.1	i	i	i	i	0	i	i	i
Cc1ccc(OCCOc2ccc(Br)cc2)c([N+](=O)[O-])n1	-2	i	3.0	i	i	i	i	-3	i	i	i
CN(C)CCCN(C(=O)c1ccc(S(=O)(=O)N2CCCCCC2)cc1)c1nc2c(F)cccc2s1	-2	i	0.3	i	i	-6*	i	5	i	i	i
COc1ccccc1N1CCN(c2nc(N)c(C#N)c(CC#N)c2C#N)CC1	10	i	-32	i	i	i	i	-10	i	i	i
O=C(/C=N/O)Nc1ccccc1C(=O)O	-4	i	0.1	i	i	i	i	10	i	i	i
COC(=O)c1ccc(C2C3=C(Nc4nnnn42)c2ccccc2OC3)cc1 (centres undefined)	14	i	0.2	i	i	i	i	3	28*	i	i
S=C(NCCc1ccccc1)N1CCN(C(c2ccccc2)c2ccccc2)CC1	9	i	-0.2	i	i	i	i	8	i	i	i
COCC(=O)N/N=C\c1ccccc1OC/C=C/c1ccccc1	-2	i	5.6	i	i	i	i	-25	i	i	i
Cc1occc1C(=O)N/N=C/C1=C(N2CCOCC2)C(=C\c2ccc(Cl)cc2Cl)/CC1	12	i	0.4	i	i	i	i	-4	i	i	i
COc1ccc2c(c1)O[C@@H](c1cccc(C(F)(F)F)c1)[C@H](OC(=O)N[C@H]1CCCc3ccccc31)C2=O	17	i	-0.3	i	i	i	i	2	i	i	i
O=C(CSc1cn[nH]n1)Nc1cccc(C(=O)O)c1	-4	i	0.5	i	i	i	i	-10	i	i	i
CCN(CC)S(=O)(=O)c1ccc(F)cc1	-10	i	-0.1	i	i	i	i	-11	i	i	i
COC(=O)C1=C(C(=O)OC)C2(OC1c1ccccc1C)C(=O)c1ccccc1C2=O (centres undefined)	3	i	0.0	i	i	i	i	2	i	i	i
O=C(N/N=C/C(Cl)=C\c1ccccc1)c1cccs1	-7	i	3.9	i	i	i	i	10	i	i	i
CC(NC(=O)c1ccccc1)C(=O)N/N=C/c1ccco1 (centres undefined)	-3	i	-1.3	i	i	i	i	-6	i	i	i
CCC1CN(C(=O)NCc2cccc(OC)c2)c2cc(Cl)ccc2O1 (centres undefined)	2	i	-2.0	i	i	i	i	10	i	i	i
O=C(NCCCN1CCCC1=O)c1ccc2c(=O)n(Cc3ccco3)c(=S)[nH]c2c1	2	i	-0.6	i	i	i	i	.	i	i	i
Cc1nc2ccc([N+](=O)[O-])cc2c(=O)n1Cc1ccccc1Br	5	i	-1.7	i	i	i	i	8	i	i	i
O=C(Nc1ccccc1)Nc1ccc2ncoc2c1	-7	i	1.4	i	i	i	i	-4	i	i	i
Cc1ccc([N+](=O)[O-])c(OCCn2cnc3ccccc32)c1	-3	10*	-0.1	i	i	i	i	0	i	i	i
S=C(c1ccc(-c2ccc(Br)cc2)o1)N1CCCCC1	-1	i	5.6	i	i	i	i	14	i	i	i
Cc1ccc(/C([O-])=C(/C(=S)NCc2ccccc2)[n+]2ccccc2)cc1[N+](=O)[O-]	3	i	-0.3	i	i	i	i	11	i	i	i
CC(=O)Nc1ccc(S(=O)(=O)NC2=NCN(c3ccc([N+](=O)[O-])cc3)CN2)cc1	1	i	-1.2	i	i	i	i	2	i	i	i
CCc1nnc(NC(=O)CCC(=O)N2CCN(c3cc(Cl)ccc3C)CC2)s1	-3	i	-0.3	i	i	i	i	11	i	i	i
Cc1cc(NCCN2CCOCC2)c2ccc3ccccc3c2n1	-15	i	0.8	i	-6.5*	i	i	-9	i	i	i
CS(=O)(=O)N1CCN(c2ccnc3cc(Cl)ccc23)CC1	-13	i	-0.2	i	i	i	i	-3	i	i	i
COc1cc2ccccc2cc1C(=O)N(CCN(C)C)c1nc2c(F)cc(F)cc2s1	-4	i	-0.8	i	i	i	i	-4	i	i	i
CCOc1cc(NC(=S)NCC2CCCO2)c(OCC)cc1NC(=O)c1ccccc1C (centres undefined)	8	i	-0.3	i	i	i	i	-8	i	i	i
CCCCCn1c(=O)[nH]c2cc(C(=O)N3CCN(c4ccccc4F)CC3)ccc2c1=O	-18	i	0.5	i	i	i	i	-8	i	i	i
COc1ccccc1CC(NC(C)=O)C(=O)NC1CCN(C(=O)c2ccc([N+](=O)[O-])cc2)CC1 (centres undefined)	-3	i	0.1	i	i	i	i	9	i	i	i
Cc1ccc(Nc2nnc(SC3CCOC3=O)s2)c(C)c1 (centres undefined)	-3	i	0.1	i	i	i	i	0	i	i	i
CCC(C(=O)Nc1ccccc1OC)n1c(C(=O)OC)cc2ccsc21 (centres undefined)	4	i	-0.3	i	i	i	i	-25	i	i	i
Cc1ccc(CNC(=O)C2CCCN(c3cnccn3)C2)cc1 (centres undefined)	-2	i	0.3	i	i	i	i	2	i	i	i
O=C(c1ccc(NS(=O)(=O)c2cccc(F)c2)cc1)N1CCCC1	3	i	-0.1	i	i	i	i	1	i	i	i
Cc1ccc(S(=O)(=O)Nc2cccc(C(=O)N3CCN(c4ccccc4O)CC3)c2)cc1F	17	i	-1.5	i	i	i	i	-12	i	i	i
CC(=O)NCCCc1nc2ccccc2n1Cc1ccc(C)cc1	-1	i	0.1	i	i	i	i	4	i	i	i
Cc1cc(C)c2nc(NC(=O)c3cccc(S(=O)(=O)N4CCc5ccccc54)c3)sc2c1	19	i	-0.6	i	i	i	i	0	i	i	i
COc1cccc(CNC(=O)C(C)n2ccc3cc(S(=O)(=O)N4CCCCCC4)ccc32)c1 (centres undefined)	9	i	-0.3	i	i	i	i	2	i	i	i
COc1ccnc(N2CCN(c3cccc(C(F)(F)F)c3)CC2)c1C#N	-1	i	.	i	i	i	i	2	i	i	i
CN(C1CCCCC1)S(=O)(=O)c1ccc(NC(=O)CCC(=O)O)cc1	3	i	0.0	i	i	i	i	6	i	i	i
CN1CCN(Cc2ccc(Sc3ccc(Cl)cc3)c([N+](=O)[O-])c2)CC1	-4	i	-2.3	i	-6.5*	i	i	-1	i	i	-8.3*
COc1ccc(S(=O)(=O)N(C)CC(=O)N2CCN(C)CC2)cc1C	-2	i	0.1	i	i	i	i	1	i	i	i
CC1CCCCN1C(=O)CSc1ccc(-c2ccc(F)cc2)nn1 (centres undefined)	2	i	1.1	i	i	i	i	12	i	i	i
COc1cc(C(C)=O)ccc1OCc1cc(C(=O)N2CCSCC2)no1	12	i	0.2	i	i	i	i	4	i	i	i
Cc1ccc(OS(=O)(=O)c2ccc(N3C(=O)CCC3=O)cc2)cc1	2	i	-0.5	i	i	i	i	0	i	i	i
O=C(Nc1ccc(-n2cccn2)cc1)C1CCCCN1Cc1cccc2c1OCO2 (centres undefined)	-2	i	-0.3	i	i	i	i	-7	i	i	i
O=C(COCc1cc(-c2cccs2)on1)NC1CCCCC1	-4	i	0.7	i	i	i	i	-1	i	i	i
COc1ccc2c(c1)CCc1cn[nH]c1-2	-1	i	2.5	i	i	i	i	-4	i	i	i
C=CCNCCOCCOc1ccccc1-c1ccccc1	4	i	-0.3	i	i	i	i	3	i	i	i
COC(=O)c1ccccc1NC(=O)C1COc2ccccc2O1 (centres undefined)	10	i	0.9	i	i	i	i	2	i	i	i
Continued:
SMILES	SKKanGAS inh	MrgX1 allo act	HIF act	MrgX1 antagonist	TRPC6 inh	TRPC4 block	RGS4 inh	Platelet DG rel	MrgX1 ag	TRPC6 activator	RGS4 act
O=C(CSc1nnc(SCC(=O)c2ccco2)s1)c1ccco1	13	i	0.2	i	i	i	i	-45	i	i	i
Cc1c(C(N)=O)sc2ncn(CC(=O)N3CCC(C)CC3)c(=O)c12	1	i	-0.4	i	i	i	i	0	i	i	i
Cc1nnc(SC(C)C(=O)NC2CCCCC2C)s1 (centres undefined)	35	i	0.0	i	i	i	i	-12	i	i	i
COc1ccc(-c2c[nH]c(=O)[nH]c2=O)cc1OC	-8	i	-0.3	i	i	i	i	-1	i	i	i
CC(C)C(C(=O)NCc1ccccc1)N(CC1CCCO1)C(=O)CNS(=O)(=O)c1ccccc1 (centres undefined)	-3	i	-0.4	i	i	i	i	10	i	i	i
c1ccc(NC2=NCCN2CCC2CCCC2)cc1	0	i	0.1	i	i	i	i	-3	i	i	i
Cc1ccccc1OCCNC(=O)c1ccccc1Sc1ccccc1C#N	-9	i	-0.4	i	i	i	i	-9	i	i	i
